Compound activity: PubChem BioAssay, National Center for Advancing Translational Sciences (NCATS)
aSyn yeast rescue = qHTS of alpha-syn Inhibitors: NCGC Sytravon Library Screen; S. cerevisiae alpha-synuclein toxicity rescue, BacTiter-Glo growth, 24 h; Potency, µM (highest dose often 46.1 µM), without a hit: at the top dose growth rescue (activation), usual class: activators; 0.02% of 94,000 active; AID 1347070, 2019; active = well fitted activation curve with a large enough effect; also: 0% is about no effect
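Growth restoration measured by BacTiter-Glo luminescence after 24 hr at 30 deg C; alpha-synuclein yeast, raffinose-pregrown to mid-log, were added at OD600=0.02 in galactose medium onto pinned compounds.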
The depositor's hits bear a star; & = joins results of further samples; [ ] = remark or other dose. Potency is read from the fitted curve at half-maximal effect.

Sample of the layout:
CC(=O)c1c(C)n(-c2cccc(C)c2)c2ccc(OC(=O)COc3ccccc3)cc12 was read as aSyn yeast rescue -1.8%.
Screening Cc1ccccc1C(=O)Nc1ccc2nc(SCC(=O)N(C)c3ccccc3)sc2c1 returned aSyn yeast rescue 2.7%.
For CCCCN1C(=O)C(CC(=O)NC2CC2)CC(C(=O)N(CC)CC)=C1C (stereo not given) the results were aSyn yeast rescue 4.2%.
Cn1ncc2c(c(SCc3ccc(Cl)cc3Cl)nn2C)c1=O was read as aSyn yeast rescue -15.3%.
For O=C(CNC(c1ccccc1)c1ccccc1)Nc1ccc(F)cc1 the results were aSyn yeast rescue 2.8%.
For O=C(Cc1ccccc1)NNC(=O)Cc1ccccc1 the results were aSyn yeast rescue -13.2%.
COc1cc(-c2noc(-c3cc(C)[nH]n3)n2)cc(OC)c1OC was read as aSyn yeast rescue -10.5%.
`CCNC(=O)COc1ccc(OCc2ccccc2)cc1` gave aSyn yeast rescue -5.5%.
Screening COc1cccc(-n2c(Cc3cc(=O)[nH]c(=O)[nH]3)nnc2SCC(=O)Nc2ccccc2)c1 returned aSyn yeast rescue -4.9%.
Screening COc1ccc(S(=O)(=O)N2CCOC2CNC(=O)C(=O)NCCc2ccccc2OC)cc1C (stereo not given) returned aSyn yeast rescue 2.3%.
For O=C(Cc1ccc(-n2c(=O)c3sccc3n(CC(=O)Nc3ccccc3)c2=O)cc1)NCc1ccco1 the results were aSyn yeast rescue 3.2%.
C[C@@H]1CN([C@@H](C)CO)C(=O)CCCn2nncc2CO[C@@H]1CN(C)S(=O)(=O)c1ccc(C#N)cc1 was read as aSyn yeast rescue -1.3%.

Main list, from the start:
CC(=O)c1c(C)n(-c2cccc(C)c2)c2ccc(OC(=O)COc3ccccc3)cc12 was read as aSyn yeast rescue -1.8%.
Screening Cc1ccccc1C(=O)Nc1ccc2nc(SCC(=O)N(C)c3ccccc3)sc2c1 returned aSyn yeast rescue 2.7%.
For CCCCN1C(=O)C(CC(=O)NC2CC2)CC(C(=O)N(CC)CC)=C1C (stereo not given) the results were aSyn yeast rescue 4.2%.
Cn1ncc2c(c(SCc3ccc(Cl)cc3Cl)nn2C)c1=O was read as aSyn yeast rescue -15.3%.
For O=C(CNC(c1ccccc1)c1ccccc1)Nc1ccc(F)cc1 the results were aSyn yeast rescue 2.8%.
For O=C(Cc1ccccc1)NNC(=O)Cc1ccccc1 the results were aSyn yeast rescue -13.2%.
COc1cc(-c2noc(-c3cc(C)[nH]n3)n2)cc(OC)c1OC was read as aSyn yeast rescue -10.5%.
`CCNC(=O)COc1ccc(OCc2ccccc2)cc1` gave aSyn yeast rescue -5.5%.
Screening COc1cccc(-n2c(Cc3cc(=O)[nH]c(=O)[nH]3)nnc2SCC(=O)Nc2ccccc2)c1 returned aSyn yeast rescue -4.9%.
Screening COc1ccc(S(=O)(=O)N2CCOC2CNC(=O)C(=O)NCCc2ccccc2OC)cc1C (stereo not given) returned aSyn yeast rescue 2.3%.
For O=C(Cc1ccc(-n2c(=O)c3sccc3n(CC(=O)Nc3ccccc3)c2=O)cc1)NCc1ccco1 the results were aSyn yeast rescue 3.2%.
C[C@@H]1CN([C@@H](C)CO)C(=O)CCCn2nncc2CO[C@@H]1CN(C)S(=O)(=O)c1ccc(C#N)cc1 was read as aSyn yeast rescue -1.3%.
Screening CCN(CC(=O)Nc1cccc(OC)c1)C(=O)C1CC(=O)N(Cc2ccccc2Cl)C1 (stereo not given) returned aSyn yeast rescue -4.6%.
For Cc1ccccc1NS(=O)(=O)c1nnc(NC(=O)c2ccccc2C)s1 the results were aSyn yeast rescue 0.5%&-0.6%.
CCOC(=O)C(C#N)=C1CCN(Cc2ccccc2)CC1 was read as aSyn yeast rescue -4.6%.
CC1(C)CC(=O)/C(=C(\O)Cc2ccccc2)C(=NCCCCCC(=O)O)C1 was read as aSyn yeast rescue -1.5%.
For CC(=O)c1c[nH]c(C(=O)NCc2ccccc2Cl)c1 the results were aSyn yeast rescue 6.2%.
Screening COc1ccc(NC(=O)c2ccc3c(c2)N(Cc2cccc(Cl)c2)C(=O)c2ccccc2S3=O)cc1Cl (stereo not given) returned aSyn yeast rescue -1.3%.
CC(=O)Nc1sc(-c2ccccc2)nc1-c1ccccc1 was read as aSyn yeast rescue -10.6%.
`CC1(c2ccccc2Cl)NC(=O)N(CC(=O)N2CCc3ccccc3C2)C1=O` (stereo not given) gave aSyn yeast rescue 5.0%.
`Cc1ccc(S(=O)(=O)NCc2ccccc2)cc1C(=O)N1CCN(S(=O)(=O)c2ccccc2F)CC1` gave aSyn yeast rescue 5.8%.
For CCC(Sc1nc2c(cnn2-c2ccc(Cl)cc2)c(=O)[nH]1)C(=O)OC (stereo not given) the results were aSyn yeast rescue -3.4%.
O=c1ccc(-c2ccccc2)nn1Cc1ccc(Cl)cc1 was read as aSyn yeast rescue 22.8%.
For COc1cc(/C=C/C(=O)O)cc(S(=O)(=O)Nc2cc(S(=O)(=O)N3CCCCC3)ccc2Cl)c1OC the results were aSyn yeast rescue 10.7%.
`Cc1ccccc1C(=O)NC(=S)NC1CC1` gave aSyn yeast rescue -8.8%.
For Cc1c(Cl)cccc1NC(=O)CSc1ccc(-c2ccccn2)nn1 the results were aSyn yeast rescue -9.7%.
`CCCCN(C)CCCNC(=O)C1CCN(S(=O)(=O)CCC)CC1` gave aSyn yeast rescue -5.3%.
Screening CSc1cccc(NC(=O)/C=C/c2ccco2)c1 returned aSyn yeast rescue -12.2%.
CCC(C)n1c(SCC(=O)Nc2ccccc2C(=O)OC)nc2ccsc2c1=O (stereo not given) was read as aSyn yeast rescue 1.0%.
`CCCCn1c(-c2ccc(Br)cc2F)nc2c1c(=O)[nH]c(=O)n2CC(C)C` gave aSyn yeast rescue -1.3%.
Screening Cc1cc(C)n(-c2nc3ccccc3nc2Nc2cccc(C(=O)NCCc3ccccc3)c2)n1 returned aSyn yeast rescue -6.7%.
COCCCNC(=O)Cn1ncc2ccsc2c1=O was read as aSyn yeast rescue 3.7%.
Cc1sc(NC(=S)NC(=O)c2ccco2)c(C(N)=O)c1C was read as aSyn yeast rescue 6.6%.
`COc1ccc2nc(NC(=O)c3cc(=O)c4cc(C)cc(C)c4o3)sc2c1` gave aSyn yeast rescue 0.2%.
For CCOc1ccc(-n2nnc3c(=O)n(CC(=O)NCc4ccco4)cnc32)cc1 the results were aSyn yeast rescue -12.7%.
For CC(Sc1nnc2ccc3ccccc3n12)C(=O)Nc1ccc(Cl)cc1 (stereo not given) the results were aSyn yeast rescue -1.1%.
`CC1CN(c2ccccc2)c2nc3c(c(=O)[nH]c(=O)n3C)n2C1` (stereo not given) gave aSyn yeast rescue -44.5%[inhibitor].
`O[C@H]1CN(Cc2cccs2)[C@@H](c2ccccc2)C[C@@H]1n1cc(-c2ccc(F)cc2)nn1` gave aSyn yeast rescue -6.9%.
Screening CCCCOC(=O)c1ccc(NC(=O)c2cnc3ccc(C)cn3c2=O)cc1 returned aSyn yeast rescue -2.9%.
CCOC(=O)c1nc(-c2ccc3c(c2)OCO3)[nH]c1C was read as aSyn yeast rescue -8.2%.
`O=C(NNc1ncnc2c1cnn2-c1ccccc1)c1ccccc1` gave aSyn yeast rescue -7.3%.
For Cc1cccc(C(C)C)c1NC(=O)COC(=O)CCC(=O)N(CC(C)C)c1c(N)n(CC(C)C)c(=O)[nH]c1=O the results were aSyn yeast rescue 7.0%.
For O=S(=O)(Nc1nc2ccccc2nc1Cl)c1ccc(Cl)cc1 the results were aSyn yeast rescue -37.6%[inhibitor].
O=C(NCc1ccccc1)c1ccc2c(c1)N(Cc1cccc(Cl)c1)C(=O)c1ccccc1S2(=O)=O was read as aSyn yeast rescue 7.2%.
For COc1ccccc1C(CNc1nc(C(F)(F)F)nc2ccccc12)N(C)C (stereo not given) the results were aSyn yeast rescue 0.6%.
CCN(Cc1ccccc1)C(=O)C1CCC(CNS(=O)(=O)c2ccc3c(c2)CCCC(=O)N3)CC1 (stereo not given) was read as aSyn yeast rescue -0.2%.
Screening Cc1ccc2ccc(C)[n+](CCCS(=O)(=O)[O-])c2c1 returned aSyn yeast rescue 6.9%.
COc1ccc(Nc2cc(C(=O)NC3CCCC3)c3ccccc3n2)c(OC)c1 was read as aSyn yeast rescue 1.1%.
Screening O=c1c2cn[nH]c2nc(SCc2cccc(Br)c2)n1-c1ccc(Cl)cc1 returned aSyn yeast rescue 1.2%.
For Cc1c(C(=O)Nc2ccc(Br)cc2F)sc2ncnc(N(C)C3CCCCC3)c12 the results were aSyn yeast rescue 5.1%.
`COC(=O)c1ccc(NS(=O)(=O)c2ccc(Cl)cc2)o1` gave aSyn yeast rescue -6.7%.
`Cc1ccc(Cl)cc1-n1nnc(-c2nc(-c3ccc4c(c3)OCO4)no2)c1C` gave aSyn yeast rescue -0.9%.
COc1cccc(CNC(=O)Nc2ccc3c(c2)N(C)C(=O)c2ccccc2S3)c1 was read as aSyn yeast rescue 4.7%.
`Cc1ccc(CNC(=O)c2cc3sccc3n2Cc2ccc(Cl)cc2)cc1` gave aSyn yeast rescue -4.5%.
For O=C(NCCCO)C(=O)Nc1c2c(nn1-c1ccccc1)CSC2 the results were aSyn yeast rescue 3.4%.
`CC(=O)N1N=C(c2ccc(C)cc2)CC1c1cn(-c2ccccc2)nc1-c1cccs1` (stereo not given) gave aSyn yeast rescue 4.0%.
For CC(C)(C)NC(=O)c1oc2ccccc2c1NC(=O)c1ccccc1F the results were aSyn yeast rescue 8.4%.
For CCOc1ccccc1NC(=O)CN1C(=O)CC(c2ccc(OC)c(OC)c2)Sc2ccccc21 (stereo not given) the results were aSyn yeast rescue 21.6%.
Screening COCCN(C(=O)CCC(=O)Nc1cc(C)on1)C(C(=O)NC1CCCC1)c1ccc(C(C)C)cc1 (stereo not given) returned aSyn yeast rescue 2.2%.
`Cc1ccc(Cl)cc1N1CCN(C(=O)C2CCCN(S(=O)(=O)c3cnc[nH]3)C2)CC1` (stereo not given) gave aSyn yeast rescue 8.3%.
Screening CC1CCN(c2ccc(NC(=O)c3cccc(Cl)c3)cc2C(=O)O)CC1 returned aSyn yeast rescue 4.8%.
`COc1cccc(C(C)NC(=O)Nc2cc(Cl)ccc2OC)c1` (stereo not given) gave aSyn yeast rescue 3.9%.
`CCNC(=O)COC(=O)/C=C/c1cccc([N+](=O)[O-])c1` gave aSyn yeast rescue -0.5%.
CCOc1ccc(C2C(C(=O)Nc3ccccc3)=C(C)Nc3nc(-c4ccccc4)nn32)cc1OC (stereo not given) was read as aSyn yeast rescue -14.1%.
For CCOc1ccc(CCNC(=O)c2cc3c(s2)-c2ccccc2OC3)cc1OCC the results were aSyn yeast rescue -5.7%.
`Cc1cc(C)nc(SCc2ccc(C(=O)NN=C3C4CC5CC(C4)CC3C5)cc2)n1` gave aSyn yeast rescue 0.7%.
O=C(NCc1ccccc1Cl)C1CCCN(c2nc3ccccc3n3cccc23)C1 (stereo not given) was read as aSyn yeast rescue 0.9%.
`COc1ccc(N2CCN(S(=O)(=O)c3ccc(OC)c(-c4noc(C)n4)c3)CC2)cc1` gave aSyn yeast rescue -8.0%.
For CCS(=O)(=O)c1c(S(=O)(=O)CC)c2cc(C(C)(C)C)ccn2c1C(=O)c1ccc(F)cc1 the results were aSyn yeast rescue -9.7%.
`COc1ccc(S(=O)(=O)N(CCc2ccccc2)CC(=O)NCc2ccccc2)cc1OC` gave aSyn yeast rescue -2.0%.
Cn1c(=O)c2c(c3ccccc31)OC(=O)CC2c1cccc(F)c1 (stereo not given) was read as aSyn yeast rescue -0.6%.
`CN(C)C(CNC(=O)CCCN1C(=O)c2cccc3cccc(c23)C1=O)c1ccccc1` (stereo not given) gave aSyn yeast rescue 8.1%.
Screening Cc1cc(C)cc(OCC(=O)NNC(=O)CC(C)c2ccccc2)c1 (stereo not given) returned aSyn yeast rescue -1.5%.
`COC(=O)c1cc(S(=O)(=O)NCC2CCN(Cc3cccc(F)c3)CC2)c[nH]1` gave aSyn yeast rescue -4.0%.
For CCOc1ccccc1NC(=O)CCS(=O)(=O)c1ccc(OC)cc1 the results were aSyn yeast rescue 3.3%.
Screening COc1ccc2c(c1)c(=O)c(C(=O)c1ccccc1)cn2CC(=O)Nc1ccc2c(c1)OCO2 returned aSyn yeast rescue 5.1%.
C/C=C/C(=O)OCC(=O)Nc1ccc(OC)c(Cl)c1 was read as aSyn yeast rescue -0.6%.
CCCCNC(=O)CN1CCN(c2ccc(NC(=O)c3ccc(OC)cc3)cc2C(=O)O)CC1 was read as aSyn yeast rescue -3.4%.
For O=C(CSc1oc(-c2ccc(F)cc2)nc1S(=O)(=O)c1ccccc1)NC1CCCCC1 the results were aSyn yeast rescue 3.9%.
CSc1cccc(NS(=O)(=O)c2ccc(C(C)=O)cc2)c1 was read as aSyn yeast rescue 15.3%.
Cc1ccc(S(=O)(=O)N2CCN(C(=O)c3c(-c4ccccc4)noc3C)CC2)cc1C was read as aSyn yeast rescue -2.8%.
COc1ccc(/C=C(\C#N)c2nc(-c3cc4c(ccc5ccccc54)oc3=O)cs2)cc1O was read as aSyn yeast rescue 1.6%.
Screening CCOC(=O)CN(Cc1ccccc1)C(C(=O)NC1CCCCC1)c1ccc(OC)cc1 (stereo not given) returned aSyn yeast rescue -21.2%.
Screening Cc1ccc(Cl)cc1N1CCN(c2ncnc3c2nc2n3CCCC2)CC1 returned aSyn yeast rescue 6.7%.
`COc1ccc(C2C(C(=O)Nc3ccc(C)cc3C)=C(C)Nc3nc(SC)nn32)cc1OC` (stereo not given) gave aSyn yeast rescue -3.1%.
Screening COc1cccc(NC(=O)NCc2ccc3c(c2)CCN3C(=O)c2ccccc2)c1 returned aSyn yeast rescue 0.5%.
Screening CCOc1ccc(Sc2cc(C(=O)NCCc3ccccc3)c3ccccc3n2)cc1 returned aSyn yeast rescue -10.4%.
`COc1ccc(-c2nnc(SCC(C)C)o2)cc1` gave aSyn yeast rescue 8.0%.
Screening NS(=O)(=O)c1ccc(CCNC(=O)c2ccccc2OCc2ccc(F)cc2)cc1 returned aSyn yeast rescue 11.2%.
CCN(CC)S(=O)(=O)c1cc(OC)c(Cl)cc1OC was read as aSyn yeast rescue 15.4%.

Only part of the results is shown; count on the stated rates, not on these rows.
